Screens (PubChem BioAssay)
CIT2 TOR yeast = modulators of CIT2-GFP expression in yeast, primary screen, S. cerevisiae, GFP fusion, multiplex flow cytometry, MLPCN library; AID 2029, 2009; S. cerevisiae CIT2-GFP strain, 3 h; 100 means same as DMSO wells; 0.065% of 320,000 active; GFP response vs DMSO, % at 10 µM;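 active = GFP response relative to DMSO above a set limit, near the screen mean plus 3 SD, cut at about 150% in these data; inconclusive = Fewer than 70 cells measured for a yeast strain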;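 also: ratio of well median GFP fluorescence to mean of DMSO wells on the plate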
MCL1-BIM inh = inhibitors of MCL1 binding to BIM-BH3, primary screen, biochemical, fluorescence polarization | GST-MCL1 / FITC-Bim-BH3 fluorescence polarization | inhibition, % at 10.9 µM | 0.68% of 320,000 active | AID 2057, 2009;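 active = inhibition above the mean inhibition of all tested compounds plus 3 SD, set per campaign, cut at about 40% in these data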;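 also: 0% = DMSO wells and 100% = unlabeled Bim-BH3 peptide control; higher means more loss of mP so more displacement of Bim peptide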
Target sequence (Q07820 whole entry, looked up): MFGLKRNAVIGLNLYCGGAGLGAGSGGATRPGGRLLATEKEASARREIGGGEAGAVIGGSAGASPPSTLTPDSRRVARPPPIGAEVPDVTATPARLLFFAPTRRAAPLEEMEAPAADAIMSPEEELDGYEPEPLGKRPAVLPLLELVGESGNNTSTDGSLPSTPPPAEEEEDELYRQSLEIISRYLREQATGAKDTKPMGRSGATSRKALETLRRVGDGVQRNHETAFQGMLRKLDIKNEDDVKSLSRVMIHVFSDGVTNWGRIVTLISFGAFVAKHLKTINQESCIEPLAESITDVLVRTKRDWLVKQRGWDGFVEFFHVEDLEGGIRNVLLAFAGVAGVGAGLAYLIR
GRK2 aptamer HTS = compounds blocking aptamer binding on GRK2 – biochemical, human GRK2, bead flow cytometry, HTS, primary screen. Beta-adrenergic receptor kinase 1 (Homo sapiens), P25098. FAM-aptamer displacement from GRK2. inhibition of aptamer binding, % at 10 µM. 0.59% of 330,000 active. AID 488847, 2010;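 active = inhibition of aptamer binding above 40%, roughly 3 SD of noise, on plates passing a quality check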;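 also: median bead fluorescence of bound FAM aptamer so fluorescent compounds give negative values; no value below 0 was filed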
CR mimetic SO = reduction of superoxide in aged yeast, primary screen, HTS | 0.18% of 330,000 active | superoxide response (% of plate mean), % at 10 µM | S. cerevisiae aged cells, superoxide DHE fluorescence; active compounds read low;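 active = superoxide response under a set limit, about three screen SD below normal, cut at about 65% in these data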;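 also: yeast aged for seven days with compound at 30 °C before DHE staining; 100% = average MFI of all compound-treated wells on the plate with controls excluded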
Bcl-xL primary = inhibitors of human Bcl-xL, primary screen, biochemical, fluorescence polarization, HTS; 0.7% of 320,000 active; GST-Bcl-xL / FITC-Bim BH3 peptide fluorescence polarization; AID 2129, 2009; inhibition, % at 10.9 µM; Bcl-2-like protein 1 (Homo sapiens), Q07817;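 active = inhibition above the mean of all tested compounds plus 3 SD, cutoff set per campaign, cut at about 30% in these data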;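 also: 0% = DMSO wells and 100% = unlabeled Bim-BH3 peptide competitor; inhibitors lower millipolarization by displacing the labeled peptide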
Target sequence (Q07817 whole entry, looked up): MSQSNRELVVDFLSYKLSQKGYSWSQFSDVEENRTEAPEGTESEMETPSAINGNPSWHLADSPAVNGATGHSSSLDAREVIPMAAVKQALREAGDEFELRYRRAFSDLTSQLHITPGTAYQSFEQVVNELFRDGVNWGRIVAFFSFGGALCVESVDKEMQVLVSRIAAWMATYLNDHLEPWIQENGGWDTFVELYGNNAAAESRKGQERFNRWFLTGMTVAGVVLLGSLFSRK
MEX-5 binding = MEX-5 zinc finger RNA-binding disruptors – biochemical, C. elegans, fluorescence polarization, MLPCN library, primary screen. Zinc finger protein mex-5 (Caenorhabditis elegans), Q9XUB2. MEX-5/FITC-TCR2 RNA binding; active compounds read low. activity score (negative = inhibition of binding), % at 10 µM. 0.38% of 300,000 active. AID 1832, 2009;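 active = inhibition past about -25% in most replicates, and total fluorescence under double the plate's negative control median, limit read from the data; inconclusive = replicates evenly split on the limit, or fluorescence at least double controls; inactive = too little inhibition in most replicates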;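 also: 0% = DMSO and -100% = 5 µM competing unlabeled TCR2 RNA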
Target sequence (Q9XUB2 whole entry, looked up): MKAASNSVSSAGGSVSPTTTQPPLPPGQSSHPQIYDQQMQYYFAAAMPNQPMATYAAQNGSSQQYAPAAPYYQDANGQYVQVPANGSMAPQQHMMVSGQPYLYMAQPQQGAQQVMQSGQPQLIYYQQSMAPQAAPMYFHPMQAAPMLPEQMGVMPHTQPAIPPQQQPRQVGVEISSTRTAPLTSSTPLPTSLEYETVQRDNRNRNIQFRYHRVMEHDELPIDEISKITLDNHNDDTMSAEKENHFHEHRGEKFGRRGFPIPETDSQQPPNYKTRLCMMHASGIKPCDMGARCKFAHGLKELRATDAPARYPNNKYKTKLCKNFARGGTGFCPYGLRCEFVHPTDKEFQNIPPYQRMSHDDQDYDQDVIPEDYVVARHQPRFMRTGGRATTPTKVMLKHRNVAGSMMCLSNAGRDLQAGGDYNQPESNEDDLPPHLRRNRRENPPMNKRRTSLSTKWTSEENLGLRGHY
AGP1-GFP MLPCN = modulators of AGP1-GFP expression in yeast TOR pathway, primary screen, cell-based, multiplex flow cytometry, S. cerevisiae, MLPCN library | 3 h; GFP as percent of DMSO wells | 0.02% of 320,000 active | GFP response vs DMSO, % at 10 µM;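 active = GFP response relative to DMSO above a set limit, near screen average plus 3 SD, cut at about 150% in these data; inconclusive = fewer than 70 cells counted for the yeast strain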;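 also: median GFP channel fluorescence of the gated AGP1 strain per well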
GLD-1 TGE inh = GLD-1/TGE RNA complex disruptors, primary screen, biochemical, fluorescence polarization; 0.44% of 320,000 active; inhibition, % at 5.96 µM; Female germline-specific tumor suppressor gld-1 (Caenorhabditis elegans), Q17339; AID 2280, 2010; purified GLD-1 + fluorescein TGE RNA;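 active = percent inhibition above a per-plate cutoff, the plate mean of test compounds plus 3 SD, cut at about 30% in these data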;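 also: 0% = DMSO wells with GLD-1 and probe and 100% = wells lacking GLD-1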
VLA-4 inh = inhibition in human VLA-4 binding assay, primary screen, VLA-4 allosteric modulator project, MLPCN library, flow cytometry, VLA-4 expressing cells | 0.2% of 330,000 active | AID 2557, 2010 | ligand binding flow cytometry | inhibition, % (about 7 µM as worked out from the volumes in the protocol); in the data active = inhibition above about 50%
* = called active by the depositor; ? = inconclusive; · = not tested or not shown; [ ] = dose if it differs, or a comment.

SMILES	CIT2 TOR yeast	MCL1-BIM inh	GRK2 aptamer HTS	CR mimetic SO	Bcl-xL primary	MEX-5 binding	AGP1-GFP MLPCN	GLD-1 TGE inh	VLA-4 inh
C[n+]1ccccc1/C=C/c1ccc(C#N)cc1	103	-9	0	93	-3	-3.7	104	-1	4
Cc1ccc(-c2[nH]c(-c3ccc(Cl)cc3)nc2SCC(=O)NCC2CCCO2)cc1 (centres undefined)	103	6	0	98	5	-1.5	101	5	-25
CC1CN(CCOc2cccc(Oc3ccccc3)c2)CC(C)O1 (centres undefined)	106	3	1	134	2	1.4	100	3	6
COc1ccc(OC)c(S(=O)(=O)NCCc2ccccc2)c1	89	2	0	109	3	1.4	88	4	-11
CCn1c(SC(C)C(=O)OC)nnc1-c1c[nH]c2ccccc12 (centres undefined)	105	-12	0	88	1	-0.3	105	-3	-5
COc1ccccc1NC(=O)CNC(=O)c1ccc([N+](=O)[O-])cc1	111	8	0	108	-1	3.0	107	1	11
COC(=O)c1c(NC(=O)Cc2cccs2)sc2c1CCC(C)C2 (centres undefined)	105	7	2	112	5	0.4	106	0	-14
CCOc1ccc(NC(=O)c2ccc(NC(=O)c3ccc(NC(N)=O)cc3)cc2)cc1	103	·	0	100	·	·	98	1	10
Cc1ccc(NS(=O)(=O)c2ccc(C)c(NC(=O)COc3ccc4ccccc4c3)c2)c(C)c1	103	24	0	103	9	-1.6	98	-8	-4
Cc1sc2ncnc(NCC(O)c3ccc([N+](=O)[O-])cc3)c2c1C (centres undefined)	91	1	0	104	4	-3.1	98	2	8
CN(C)c1cccc(C(=O)NCCCSc2ccccc2)c1	85	6	0	99	3	2.8	92	7	11
CCCn1c(CNc2ccc(Br)cc2)nc2ccccc21	95	1	0	102	2	-0.9	96	-2	7
COc1ccccc1CN1CC(C(=O)NCc2ccc(N3CCCC3=O)cc2)CCC1=O (centres undefined)	90[may fluoresce red]	10	1	87	8	-0.9	?	12	-4
CCn1cc(C(=O)NC(C)C)c(=O)c2cc(F)c(N3CCN(C(=O)c4ccco4)CC3)cc21	94	4	88*	93	1	-0.5	71	14	8
O=C(CN1C(=O)C2CC=CCC2C1=O)Nc1nnc(C2CC2)s1 (centres undefined)	106	-3	7	91	1	·	104	4	8

Taken from above:
In MEX-5 binding, Cc1sc2ncnc(NCC(O)c3ccc([N+](=O)[O-])cc3)c2c1C (centres undefined) shows -3.1
In AGP1-GFP MLPCN, COc1ccccc1NC(=O)CNC(=O)c1ccc([N+](=O)[O-])cc1 shows 107

Carrying on.
SMILES	CIT2 TOR yeast	MCL1-BIM inh	GRK2 aptamer HTS	CR mimetic SO	Bcl-xL primary	MEX-5 binding	AGP1-GFP MLPCN	GLD-1 TGE inh	VLA-4 inh
COc1cccc(CNC(=O)CCC2CCCN(C(=O)Cc3ccccc3F)C2)c1 (centres undefined)	100	-2	1	96	-3	-3.6	105	1	12
Cc1cc(C(=O)Nc2ccc(Cl)cc2)n(-c2ccccc2)n1	93	6	0	104	3	1.5	96	-4	3
Cc1ccc(C(c2c(O)nc3n(c2=O)CCS3)c2c(O)nc3n(c2=O)CCS3)cc1	89	13	0	83	16	-1.4	102	-1	3
Cc1oc(C(C)(C)C)cc1C(=O)NCc1ccc2c(c1)OCO2	95	-1	1	96	-1	0.3	109	-1	3
CC(=O)c1c(C)oc2c1cc(NS(=O)(=O)c1ccc(C(=O)O)cc1)c1ccccc12	93	1	4	113	8	-2.1	88	16	3
CC(=O)Nc1cccc(NC(=O)CCc2ccccc2)c1	99	7	0	107	7	-11	101	5	7
CCCn1c(SCC(=O)NC(C)(C)C)nnc1-c1ccco1	99	-2	0	102	-4	1.5	99	0	-4
CCCCN1C(=O)CC(Sc2ccccc2C(=O)O)C1=O (centres undefined)	108	6	3	84	1	0.5	103	6	-4
O=C(Nc1nnc(S(=O)(=O)Nc2ccccc2)s1)C1CCCCC1	98	0	0	108	-3	2.0	103	-1	41
C=CCNC(=O)C(=O)NCCOc1ccccc1Cl	100	5	0	83	2	-0.5	105	2	11
CC(NC(=O)NCCCC(=O)O)(C(F)(F)F)C(F)(F)F	104	4	0	106	2	2.4	101	-3	-3
COc1ccc(CN(C(=S)Nc2ccccc2)C2CC(=O)N(c3ccccc3)C2=O)cc1 (centres undefined)	105	-2	1	106	2	0.3	104	16	5
Cc1ccc(CN(C(=O)c2csnn2)C(C(=O)NC2CCCC2)c2cccnc2)cc1 (centres undefined)	107	9	0	85	5	-0.3	106	1	-2
O=C(NCCc1ccccc1)C1CCN(S(=O)(=O)N2CCCCCC2)CC1	94	1	0	133	3	-0.6	105	2	11
N#CCCn1c(C(C#N)(CCC#N)CCC#N)nc2ccccc21	95	-1	3	96	0	-4.0	96	5	0
COc1cc(OC)cc(C(=O)NCC(=O)N2CCC(C)CC2)c1	99	-4	6	101	3	0.4	97	5	12
OC(c1ccccc1)c1nccc2ccccc12 (centres undefined)	83	-1	1	126	-3	1.9	89	-4	-1
CCOc1cc(C(C(=O)NCC2CCCO2)N(C(=O)Cn2nnc3ccccc32)c2ccc(C(C)=O)cc2)ccc1O (centres undefined)	107	-5	0	94	4	2.3	105	-1	-1
COc1cccc(C2C(C#N)=C(N)Oc3c2oc(CO)cc3=O)c1OC (centres undefined)	99	6	1	96	2	3.8	109	9	5
Cc1ccc(NC2=C(N3CCCCC3)C(=O)c3ccccc3C2=O)cc1	92	1	0	125	6	3.0	89	4	23
CCOC(=O)c1c(C)nc(C)c(C(=O)OCC)c1-c1ccc(Br)cc1	104	7	0	92	2	-0.2	104	1	-4
NC(=O)c1ccccc1NC(=O)CN1CCN(Cc2ccc(Cl)cc2Cl)CC1	87	8	4	116	2	-1.0	97	3	9
CCOc1ccccc1C(=O)NCC(=O)OCc1csc(CC(=O)Nc2ccc(C)cc2)n1	106	-4	4	89	2	·	111	-8	-4
CS(=O)(=O)N(CC(=O)N1CCc2ccccc2C1)c1cccc(F)c1	100	5	1	102	3	-0.2	99	-2	35
COc1ccc2cc(-c3ccccc3)c(=O)oc2c1	90	6	0	89	10	1.6	96	0	2
CCN(CC)C(=O)c1ccc(C(=O)c2ccccc2)cc1	99	1	3	98	5	-3.1	97	3	26
COc1ccc(Oc2nnc(C)c3ccccc23)cc1	99	-5	1	103	3	3.5	101	-1	16
CC(C)[C@H](NC(=O)OCc1ccccc1)C(=O)OCC(=O)c1ccccc1	108	·	0	96	·	·	110	6	4
Cc1ccc(C(=O)O/N=C(\N)c2ccc(Br)cc2)cc1C	107	4	0	98	5	-9.2	97	7	5
N#Cc1ccc(OCC(=O)N2CCCC2=O)cc1	95	5	0	125	-1	·	93	5	14
CC(Oc1ccc(F)cc1)C(=O)Nc1cccc(-c2nn[nH]n2)c1 (centres undefined)	111	41*	0	86	13	-2.8	107	3	0
O=C(NCc1ccc2c(c1)OCO2)C(=O)Nc1cc2c3c(c1)CC(=O)N3CCC2	93	6	3	97	4	1.9	97	-3	9
Cc1onc(-c2ccccc2)c1C(=O)OCC(=O)c1ccccc1	104	1	0	79	2	3.1	97	9	9
C/C(CC(=O)Nc1ccc2c(c1)OCCO2)=N\NC(=O)Cc1ccc(Cl)cc1	95	10	1	102	2	0.0	100	8	-1
COc1cc(OC)cc(C(=O)N2CCCC(Nc3ccc(F)cc3)C2)c1 (centres undefined)	98	2	0	92	3	0.0	100	0	-1
CC(=O)Nc1ccc(/C(C)=N/NC(=O)c2ccc(COc3ccccc3Cl)o2)cc1	97	8	3	102	-2	-0.3	98	-2	15
Cc1cc(SCc2ccc(F)cc2)nc(=O)[nH]1	97	-2	1	107	-3	-4.6	103	-1	-2
COc1ccc(NC(=O)C(=O)NNC(=O)COc2ccc(OC)cc2)cc1	101	6	2	75	5	-2.2	106	-8	-13
Cc1ccc(NC(=O)NCc2ccccn2)cc1Cl	90	1	6	90	3	-0.5	95	5	-14
O=C(Nc1ccccc1Cl)c1cccs1	104	-6	0	108	3	0.4	101	5	4
CC(C)Cc1cc(C(=O)NCCN2CCOCC2)no1	106	6	0	93	6	1.1	104	1	-19
CC(=O)N(C)c1ccc(NC(=O)Nc2ccc(C)cc2)cc1	107	5	4	111	0	2.7	105	2	4
CC(C)(C)C1CCc2c(C(=O)N/N=C/c3cccs3)csc2C1 (centres undefined)	91	-3	0	127	3	0.8	93	6	2
Cc1ccc(S(=O)(=O)N2CCCC2C(=O)Nc2cc(C)on2)cc1 (centres undefined)	101	-1	0	91	3	0.3	98	5	-1

In the list so far, these have four or more nitrogen atoms.
SMILES	CIT2 TOR yeast	MCL1-BIM inh	GRK2 aptamer HTS	CR mimetic SO	Bcl-xL primary	MEX-5 binding	AGP1-GFP MLPCN	GLD-1 TGE inh	VLA-4 inh
CCn1c(SC(C)C(=O)OC)nnc1-c1c[nH]c2ccccc12 (centres undefined)	105	-12	0	88	1	-0.3	105	-3	-5
CCOc1ccc(NC(=O)c2ccc(NC(=O)c3ccc(NC(N)=O)cc3)cc2)cc1	103	·	0	100	·	·	98	1	10
Cc1sc2ncnc(NCC(O)c3ccc([N+](=O)[O-])cc3)c2c1C (centres undefined)	91	1	0	104	4	-3.1	98	2	8
CCn1cc(C(=O)NC(C)C)c(=O)c2cc(F)c(N3CCN(C(=O)c4ccco4)CC3)cc21	94	4	88*	93	1	-0.5	71	14	8
O=C(CN1C(=O)C2CC=CCC2C1=O)Nc1nnc(C2CC2)s1 (centres undefined)	106	-3	7	91	1	·	104	4	8
Cc1ccc(C(c2c(O)nc3n(c2=O)CCS3)c2c(O)nc3n(c2=O)CCS3)cc1	89	13	0	83	16	-1.4	102	-1	3
CCCn1c(SCC(=O)NC(C)(C)C)nnc1-c1ccco1	99	-2	0	102	-4	1.5	99	0	-4
O=C(Nc1nnc(S(=O)(=O)Nc2ccccc2)s1)C1CCCCC1	98	0	0	108	-3	2.0	103	-1	41
Cc1ccc(CN(C(=O)c2csnn2)C(C(=O)NC2CCCC2)c2cccnc2)cc1 (centres undefined)	107	9	0	85	5	-0.3	106	1	-2
N#CCCn1c(C(C#N)(CCC#N)CCC#N)nc2ccccc21	95	-1	3	96	0	-4.0	96	5	0
CCOc1cc(C(C(=O)NCC2CCCO2)N(C(=O)Cn2nnc3ccccc32)c2ccc(C(C)=O)cc2)ccc1O (centres undefined)	107	-5	0	94	4	2.3	105	-1	-1
NC(=O)c1ccccc1NC(=O)CN1CCN(Cc2ccc(Cl)cc2Cl)CC1	87	8	4	116	2	-1.0	97	3	9
CC(Oc1ccc(F)cc1)C(=O)Nc1cccc(-c2nn[nH]n2)c1 (centres undefined)	111	41*	0	86	13	-2.8	107	3	0

The order is random; 2.1% or so of the library scored in one or more.
